Screening results (PubChem BioAssay)
RMI-FANCM inh: disruptors of RMI1/RMI2 association with MM2 peptide – biochemical, fluorescence polarization, human, primary screen | AID 1159607, 2016 | 70,000 tested, 0.58% active | RMI core complex with F-MM2 peptide; hits give low values | RMI core complex (RMI1/RMI2) binding to FANCM MM2 peptide, human | FP signal (polarization) at 33 µM; in the data active means FP signal below about 40; further: inactives centre near 61; strong numbers were not always called active; unit not given here
* = called active by the depositor; & = joins results of further samples.

RMI-FANCM inh	SMILES
53	Cc1c(NCC(=O)N(c2ccccc2)C2CCCCC2)cccc1[N+](=O)[O-]
51	CC1(C)CC(=O)C2=C(C1)NC1=C(C(=O)CC(C)(C)C1)C2c1cccs1
54	Cc1ccc(NC(=O)COc2cccc3ccc(N4CCCC(C)C4)nc23)cc1Cl (centres undefined)
64	O=C(Nc1cccc(N2CCCS2(=O)=O)c1)C(=O)NC1CCCC1
74	Cc1ccc(C)c(S(=O)(=O)Nc2ccc(C(=O)N3CCN(C)CC3)cc2)c1
65	COC(=O)c1ccc(=O)[nH]n1
68	CCN1C(=O)C(C)(C)COc2ccc(NC(=O)OCc3ccccc3)cc21
52	COc1ccccc1C(=O)N1C(=O)c2cccc3c(S(=O)(=O)N(C)C)ccc1c23
66	COc1ccc(OC)c(S(=O)(=O)Nc2ccc(-c3cn4cccc(C)c4n3)cc2)c1
64	CS(=O)(=O)c1ccc(Nc2nc(C(=O)NCc3cccnc3)cs2)cc1
84	CCc1cccc(C)c1NC(=O)Cn1nc(-c2ccccc2)c2sc(N3CCOCC3)nc2c1=O
60	CC(=O)Nc1ccc(Br)cc1
104	CSc1cccc(NC(=O)Cn2c(=O)n(CC(=O)NCCc3ccccc3)c(=O)c3ccccc32)c1
61	O=C(CSc1nc2c(c(=O)n1-c1ccc(Cl)cc1)SCC2)OCc1ccccc1
84	O=C(Cc1cccc2ccccc12)Nc1nnc(SCC(=O)NC2CCCCC2)s1
55	O=C1CSC(N2CCOCC2)=N1
60	CC(C)(C)c1csc(CN2CCN(C(=O)/C=C/c3ccccc3)CC2)n1
63	O=C(NCCOc1ccc(F)cc1)c1cc2ccccc2oc1=O
100	CCOC(=O)c1ccc(NC(=O)Cc2csc(SCc3ccc(F)cc3)n2)cc1
61	O=C(Nc1ccc(F)cc1F)C1(c2cccs2)CCCC1
54	O=C1c2ccccc2C(=O)c2c(OCC(F)(F)C(F)F)cccc21
61	O=C(NCCCS(=O)(=O)N1CCN(c2ccccn2)CC1)c1ccc(F)cc1
63&68	COc1ccc(C)c2sc(N(CCN(C)C)C(=O)c3cc4cc([N+](=O)[O-])ccc4s3)nc12
56	COC(=O)c1ccc(Cn2nc(C)c3cnn(-c4ccccc4)c3c2=O)o1
52	CN(C)C(=O)C(C)(C)Oc1cc(C(F)(F)F)n(C)n1
59	O=C(CN1CCN(c2ccc(F)cc2)CC1)Nc1cc(Cl)ccc1Cl
52	O=C(NC(=S)NNC(=O)c1ccco1)c1ccccc1
65	Cc1cc(S(=O)(=O)NCC(c2ccsc2)N2CCCCCC2)ccc1F (centres undefined)
56	CCOC(=O)c1sc(NN=c2c(=O)c3ccccc3c2=O)c(C(=O)OCC)c1C
59	CC(=O)N1CCN(C(=S)c2ccc(-c3cc(Cl)ccc3Cl)o2)CC1
77	C=CCn1c(SCC(=O)N2CCc3cc(OC)c(OC)cc3C2)nc2scc(-c3ccc(C)c(C)c3)c2c1=O
59	CCOC(=O)c1cc2c(=O)n3ccccc3nc2n(Cc2ccccc2)c1=NC(=O)c1cccs1
59	O=C(Cn1c(=O)[nH]c2ccsc2c1=O)N1CCN(c2ccc([N+](=O)[O-])cc2)CC1
71	COc1cccc(NC(=O)Cn2nc(C3CC3)c3cnn(-c4ccccc4C)c3c2=O)c1
121	Cc1ccc(-c2cc3c(=O)n(CC(=O)Nc4cc(F)ccc4F)ncn3n2)cc1C
60	O=C(Cn1cnc2c(nnn2-c2ccccc2)c1=O)NCc1ccco1
56&57	CC(=O)OCC(CCn1cnc2cnc(N)nc21)COC(C)=O
51	Cc1ccc(S(=O)(=O)Nc2cccc(-c3nnc(Cc4cc(F)cc(F)c4)o3)c2)cc1
86	CC(=O)c1ccc(NC(=O)CSc2ncc(S(=O)(=O)c3ccc(Cl)s3)c(N)n2)cc1
54	O=C(CSc1n[nH]c(=O)n1C1CC1)c1ccc(N2CCOCC2)cc1
63	O=C1C(c2ccccc2)c2ccccc2N1Cc1ccccc1 (centres undefined)
64	O=C(CC1CSc2nc3c(c(=O)n21)CCCC3)NCc1ccc2c(c1)OCO2 (centres undefined)
54	N#Cc1cnc(=O)[nH]c1N
57	COc1ccc(NC(=O)Cn2c(=O)n(Cc3ccc(F)cc3)c(=O)c3ncccc32)c(OC)c1
54	COC(=O)Cn1c(=O)c2c(nc(-n3nc(C)cc3C)n2Cc2ccc(F)cc2)n(C)c1=O
72	CC(C)c1cc(=O)n2c(n1)SCC2CC(=O)O (centres undefined)
63	Cc1ccc(C)c2sc(N3CCN(C(=O)C4CCN(S(C)(=O)=O)CC4)CC3)nc12
57	COC(=O)Cc1csc(CC(N)=O)n1
64	N#Cc1ccccc1NC(=O)CC1SC(N)=NC1=O (centres undefined)
61	NNc1nc2ccccc2[nH]1

For convenience, 20 of the compounds above:
RMI-FANCM inh	SMILES
104	CSc1cccc(NC(=O)Cn2c(=O)n(CC(=O)NCCc3ccccc3)c(=O)c3ccccc32)c1
61	O=C(CSc1nc2c(c(=O)n1-c1ccc(Cl)cc1)SCC2)OCc1ccccc1
84	O=C(Cc1cccc2ccccc12)Nc1nnc(SCC(=O)NC2CCCCC2)s1
55	O=C1CSC(N2CCOCC2)=N1
60	CC(C)(C)c1csc(CN2CCN(C(=O)/C=C/c3ccccc3)CC2)n1
63	O=C(NCCOc1ccc(F)cc1)c1cc2ccccc2oc1=O
100	CCOC(=O)c1ccc(NC(=O)Cc2csc(SCc3ccc(F)cc3)n2)cc1
61	O=C(Nc1ccc(F)cc1F)C1(c2cccs2)CCCC1
54	O=C1c2ccccc2C(=O)c2c(OCC(F)(F)C(F)F)cccc21
61	O=C(NCCCS(=O)(=O)N1CCN(c2ccccn2)CC1)c1ccc(F)cc1
63&68	COc1ccc(C)c2sc(N(CCN(C)C)C(=O)c3cc4cc([N+](=O)[O-])ccc4s3)nc12
56	COC(=O)c1ccc(Cn2nc(C)c3cnn(-c4ccccc4)c3c2=O)o1
52	CN(C)C(=O)C(C)(C)Oc1cc(C(F)(F)F)n(C)n1
59	O=C(CN1CCN(c2ccc(F)cc2)CC1)Nc1cc(Cl)ccc1Cl
52	O=C(NC(=S)NNC(=O)c1ccco1)c1ccccc1
65	Cc1cc(S(=O)(=O)NCC(c2ccsc2)N2CCCCCC2)ccc1F (centres undefined)
56	CCOC(=O)c1sc(NN=c2c(=O)c3ccccc3c2=O)c(C(=O)OCC)c1C
59	CC(=O)N1CCN(C(=S)c2ccc(-c3cc(Cl)ccc3Cl)o2)CC1
77	C=CCn1c(SCC(=O)N2CCc3cc(OC)c(OC)cc3C2)nc2scc(-c3ccc(C)c(C)c3)c2c1=O
59	CCOC(=O)c1cc2c(=O)n3ccccc3nc2n(Cc2ccccc2)c1=NC(=O)c1cccs1

Additional results
RMI-FANCM inh	SMILES
52	O=C(Nc1ccno1)NN1CCOCC1
65	C=CCN1C(=O)C(C)(C)COc2cc(NS(=O)(=O)c3cc(OC)ccc3OC)ccc21
106	COc1cc(OC)cc(-c2noc(Cn3ccn4nc(-c5ccccc5OC)cc4c3=O)n2)c1
62	Cc1ccc2c(c1)C(=O)OC(C(=O)N1CCCc3ccccc31)C2 (centres undefined)
63	CCOc1coc(C(=O)Nc2ccc(C)cc2)cc1=O
51	Cc1cc2c(NS(=O)(=O)c3ccc(F)cc3)cccc2nn1
78	O=S(=O)(NCC1CCN(Cc2cccs2)CC1)c1ccc(Cl)s1
45	Cc1ccc(C)c(S(=O)(=O)C(C#N)c2nc3ccccc3nc2N2CCC(C)CC2)c1 (centres undefined)
62	CS(=O)(=O)N1CCCCC1C(=O)Nc1nc(-c2ccc(F)cc2)cs1 (centres undefined)
56	CSc1ncc(Br)c(C(=O)O)n1
73	Cc1c(C(=O)OCc2ccccc2Cl)nnn1-c1ccc(Cl)cc1
55	O=C(NCCOc1ccc(-c2ccco2)nn1)c1ccc(Cl)cc1Cl
67	COc1ccc(NC(=O)c2scc(-c3ccc(F)cc3)c2-n2cccc2)cc1
61	COc1ccc(NC(=O)Cc2cc(=O)[nH]c(SCc3ccccc3F)n2)c(OC)c1
52	CCOC(=O)c1ccccc1NC(=O)CSc1nc2cc(-c3ccccc3)sc2c(=O)n1C
52	NC(=O)c1ccc(NC(=O)COc2coc(CN3CCN(Cc4ccccc4)CC3)cc2=O)cc1
63	O=C(COC(=O)c1ccccc1Nc1ccccc1F)c1ccccc1
53	Cc1noc(C)c1C(=O)Nc1nc2ccc(Cl)cc2s1
63	O=S(=O)(CCCOc1ccc2c(c1)OCO2)NCc1ccc(F)cc1
55	CN(C)CCC(=O)c1ccc2c(c1)OCCO2
16*	O=c1c2scc(-c3cccc(Cl)c3)c2ncn1Cc1cc(=O)n2ccccc2n1
140	COc1ccc2nc(-c3ccc(Cl)c(NC(=O)c4ccccc4C(F)(F)F)c3)cn2n1
63	Cc1cc(NC(=O)c2ccc(C(C)(C)C)cc2)n(-c2nc3c(cnn3-c3ccc(F)cc3)c(=O)[nH]2)n1
63	Cc1nc(-c2ccccc2)sc1C(=O)NCCn1ncccc1=O
63	O=[N+]([O-])c1ccc(N/N=C2/CCOc3ccc(F)cc32)cc1
63	COc1ccc(NC(=O)CSc2nnc3ccc(-c4cccnc4)nn23)c(OC)c1
58	NS(=O)(=O)c1ccc(CCNC(=O)NC2CC(=O)N(c3ccc4c(c3)OCCO4)C2)cc1 (centres undefined)
48	CSc1cccc(OC(F)(F)F)c1NC(=O)C(C)(C)C
65	Cc1nn(S(=O)c2ccc3ccccc3c2)c(C)c1Sc1ccc(Cl)cc1 (centres undefined)
61	O=C(Nc1ccc(Cl)cc1)N1CCCC(c2nnc(Cc3ccc(F)cc3)o2)C1 (centres undefined)
64	C=CCN1CC(c2nc3ccccc3n2Cc2c(Cl)cccc2Cl)CC1=O (centres undefined)
55	COC(=O)c1c(C)c2c(c(C)c1OC)OC(=O)c1c(C)c(Cl)c(OC)c(Cl)c1O2
67	Cc1ccc(-n2nnc(C(=O)OCc3ccc(Cl)cc3)c2C)cc1F
66	CCCCN1C(=O)CCc2cc(NC(=O)Cc3cccc4ccccc34)ccc21
59	COc1ccc2ccccc2c1C1NC(=O)N(Cc2ccccc2)C(C)=C1C(=O)OC(C)C (centres undefined)
65	O=C(COc1ccc(F)cc1)Nc1ccc2c(c1)CN(C(=O)c1ccco1)CC2
58	COc1ccc(N2CCCS2(=O)=O)cc1NS(=O)(=O)c1cc(C)c(C)cc1C
60	CCOC(=O)COc1cccc2c(=O)n(CC(=O)Nc3ccccc3C(F)(F)F)ccc12
69	CN(C)c1ccc(CCNC(=O)CCc2ccccc2)cc1
63	Cc1ccccc1-n1ncc2c(C3CC3)nn(CC(=O)NC3CCCC3)c(=O)c21
106	Cc1ccc2c(CC(=O)Nc3ccc(F)c(Cl)c3)cc(=O)oc2c1
61	Cc1ccc(C2CC(c3ccc(Br)cc3)=NN2C(=O)CSc2cn(C)c3ccccc23)cc1 (centres undefined)
65	O=C(Nc1cccc(-c2csc(-c3ccccc3)n2)c1)c1ccccc1Cl
60	COc1cc(C)c2c(=O)c3c(O)cc(O)cc3oc2c1
59	O=C(NC(=S)NCc1ccco1)c1csc([N+](=O)[O-])c1
70	COc1cccc(NC(=O)c2csc3nc(-c4ccc(F)cc4)cn23)c1
61	CC(C)CNC(=O)CSc1nnc(N)s1
68	CC1Cc2ccccc2N1C(=O)CCCn1nc(-c2ccco2)ccc1=O (centres undefined)
75	CC(C)(C)c1ccc(C(=O)CSc2ncn[nH]2)cc1
59	O=C(NCCOc1cccc(C(F)(F)F)c1)c1ccc([N+](=O)[O-])cc1

Continuation:
RMI-FANCM inh	SMILES
62	O=C(CC1C(=O)NCCN1C(=O)Nc1ccc(OCc2ccccc2)cc1)Nc1ccc(F)cc1 (centres undefined)
56	CSc1nc(N2CCOCC2)c2cnn(CCNC(=O)CCc3ccccc3)c2n1
55	COc1ccc(NC(=O)c2ccc(S(=O)(=O)N(C)Cc3ccco3)cc2)c([N+](=O)[O-])c1
62	CCOc1ccc(OCCNC(=O)c2ccc(OC)cc2)cc1
197	COc1ccc(NC(=O)Nc2ccc(-c3ccc(N4CCCCC4)nn3)cc2)cc1OC
119	CN(C)CCCN(C(=O)c1ccc(S(=O)(=O)N2CCc3ccccc32)cc1)c1nc2c(Cl)cccc2s1
89	O=C(CCSc1ccc2ccccc2n1)Nc1ccc(-c2nc3ccccc3s2)cc1
56&65	Cc1cccc(NC(=O)CN2CCC(C(N)=O)CC2)c1C
68	Cc1ccc(NC(=O)Cc2csc(Nc3ccc(S(C)(=O)=O)cc3)n2)cc1F
44	S=C(S)OC1CC2CC1C1CCCC21 (centres undefined)
44	C#CCn1c(=NC(=O)c2ccc([N+](=O)[O-])o2)sc2cccc(Cl)c21
57	Cc1cc(C)c(S(=O)(=O)N2CCCCC2CCNC(=O)C(=O)Nc2c(C)cccc2C)c(C)c1 (centres undefined)
67	O=C(Nc1ccc(N2CCCC2=O)cc1)c1cccc(F)c1
59	O=S(=O)(c1ccccc1)c1cccs1
64	O=C(c1cc(Cl)ccc1Cl)N1CCN(c2ccc3nnc(-c4ccco4)n3n2)CC1
52	N[C@H](Cc1ccccc1)C(=O)O
55	CCOC(=O)c1sc(NC(=O)Cc2cc(=O)[nH]c(SCc3ccccc3)n2)nc1C
74	c1ccc(CCn2c(-c3ccco3)nc3nc4ccccc4nc32)cc1
53	CN(C)c1cc(C(F)(F)F)cnc1/C(N)=N\O
75	Cc1ccc(N2CCn3c2nc2c3c(=O)n(CCN3CCOCC3)c(=O)n2C)cc1Cl
54&62	COc1ccc(-c2ccc(=O)n(CCCNC(=O)c3cc4ccccc4oc3=O)n2)cc1
63	O=S(=O)(c1ccc(Cl)cc1)N1CCCC(c2nnc(COc3ccccc3)o2)C1 (centres undefined)
90	COC(=O)c1cc(N=Nc2c(O)ccc3ccccc23)cc(C(=O)OC)c1
84	O=C(CSc1nc(-c2ccco2)cc(C(F)(F)F)n1)c1cccc(Cl)c1
54	O=C1c2cc(N3CCOCC3)c([N+](=O)[O-])cc2C(=O)N1c1cccc2c1CCCC2
51	COc1ccc(NC(=O)c2ccc(SC(C)C)cc2)cc1
53	Cc1cnc(=O)[nH]c1SCc1cccc([N+](=O)[O-])c1
57	CCOc1ccc2nc(N3CCN(C(=O)c4ccccc4S(=O)(=O)CC)CC3)sc2c1
64	CCN1CCCc2cc(CCNC(=O)Nc3ccccc3)ccc21
66	NC(=O)c1c(NC(=O)/C=C/c2ccc([N+](=O)[O-])s2)sc2c1CCCCC2

Not all compounds are listed (hit frequency here may not be typical).
